# Assay outcomes: PubChem BioAssay, The Scripps Research Institute Molecular Screening Center
# S1P3 antag = antagonists of human S1P3 receptor; CHO S1P3 NFAT-BLA reporter, FRET fluorescence, antagonist mode; Q99500; inhibition, % at 4.98 µM; 170,000 tested, 0.27% active; AID 485;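 active = inhibition above the plate cutoff, the mean inhibition of test wells on that plate plus 3 SD, cut at about 28% in these data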;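 also: cells challenged with S1P at its EC80 of 0.8 µM; blue over green emission ratio from cleaved BLA substrate after 4 h stimulation; 0% = S1P-stimulated wells and 100% = unstimulated DMSO-only wells; some compounds past the cut are filed as inactive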
# Target sequence (Q99500 whole entry, looked up): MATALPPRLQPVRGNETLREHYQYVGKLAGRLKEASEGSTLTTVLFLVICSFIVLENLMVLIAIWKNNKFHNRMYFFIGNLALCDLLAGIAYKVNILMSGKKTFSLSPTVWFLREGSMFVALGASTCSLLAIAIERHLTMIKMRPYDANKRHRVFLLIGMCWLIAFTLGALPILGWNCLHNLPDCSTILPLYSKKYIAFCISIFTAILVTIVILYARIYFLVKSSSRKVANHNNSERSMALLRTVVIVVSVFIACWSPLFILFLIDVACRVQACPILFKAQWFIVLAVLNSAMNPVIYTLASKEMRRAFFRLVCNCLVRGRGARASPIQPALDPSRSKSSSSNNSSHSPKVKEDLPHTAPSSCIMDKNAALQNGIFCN
# * hit, by the source's call.
S1P3 antag,compound
11,Cc1cc(C)nc(-n2ncc3c2CC(C)CC3=O)n1 (stereo not drawn)
-2,NNS(=O)(=O)c1ccc(Sc2ccccn2)c([N+](=O)[O-])c1
-4,C/C(=N\Nc1nc(-c2ccccn2)nc2ccccc12)c1ccc(F)cc1
-4,Cc1sc2nc(COC(=O)c3ccc(O)cc3)[nH]c(=O)c2c1C
3,Cn1cnc(S(=O)(=O)N2CCN(c3ccc(F)cc3)CC2)c1
-4,COCCOC(=O)c1c(N)n(CCCN2CCOCC2)c2nc3ccccc3nc12
16,O=C(NCc1ccccn1)c1ccc2c(c1)N(Cc1ccccc1)CCS2
-11,CC(C)Sc1ccc([N+](=O)[O-])cc1C(=O)Nc1ccncc1
-6,O=c1[nH]cnc(O)c1C(c1cccc([N+](=O)[O-])c1)c1c(O)nc[nH]c1=O
2,CCCNc1c(N)c(=O)c1=O
4,O=C(CCc1nnc(CCCCc2ccccc2)o1)N1CCCC(O)C1 (stereo not drawn)
-26,CCOC(=O)c1cnn(-c2nc3sc4c(c3c(=O)[nH]2)CCCC4)c1N
-4,O=C(O)c1cccc(CN2C(=O)S/C(=C/c3ccccc3[N+](=O)[O-])C2=O)c1
6,N=c1c2c(ncn1CCN1CCOCC1)Oc1cc(O)ccc1C2c1ccccc1 (stereo not drawn)
-21,CN(CCC#N)C(=O)CC(Cc1ccccc1)C1CCOC(C)(C)C1 (stereo not drawn)
-2,CC(=O)Nc1ccccc1OC(C)C(=O)N1CC(C)CC(C)C1 (stereo not drawn)
6,Cc1ccc(C(=O)c2oc3ccccc3c2NC(=O)c2cc(-c3cc(C)ccc3O)n[nH]2)cc1
-5,O=c1[nH]c(-[n+]2ccccc2)c(/C=N/NC([S-])=Nc2ccccc2)s1
-25,CC(=O)N=c1c(C#N)cc2c(=O)n3cccc(C)c3nc2n1CCCOC(C)C
0,O=Cc1c(N2CCC3(CC2)OCCO3)nc2ccccn2c1=O
9,CN(C)c1ccc(C(c2ccc(N(C)C)cc2)c2ccc([N+](=O)[O-])cc2)cc1
-5,N#C/C(=C\c1cccnc1)c1nc2ccccc2[nH]1
2,O=C(O)/C=C\C(=O)Nc1cc(O)ccc1[N+](=O)[O-]
0,COc1ccc(C2=NN(C(=O)CN3CCCC3)C(c3ccc(OC)cc3)C2)cc1 (stereo not drawn)
-10,CCS(=O)(=O)N1CCN(c2ccc(C(=O)N3CCOCC3)cc2[N+](=O)[O-])CC1
3,CCCc1ccc(NS(=O)(=O)c2c(C)oc(C)c2C(=O)OC)cc1
-5,CC(C)(C)c1cc(P(=O)(c2ccccc2)c2ccccc2)ccc1O
11,COc1ccc(NC(C)=O)cc1S(=O)(=O)NC(Cc1ccccc1)C(=O)O (stereo not drawn)
-10,CC(C)c1nc2c([nH]1)c(=O)n(C)c(=O)n2C
-7,Cc1cccc(C(=O)C2CCOC(C)(C)C2)c1 (stereo not drawn)
7,NC(=S)N/N=C/c1c[nH]c2ccccc12
5,CC1(C)CC(=O)C(N=Nc2cccc(S(=O)(=O)N3CCOCC3)c2)=C(O)C1
-19,CS(=O)(=O)c1ccc2nc(NC(=O)c3ccc(NS(=O)(=O)c4ccc(F)c(F)c4)cc3)sc2c1
13,CC(C)n1nc(C(=O)Nc2cccc(S(=O)(=O)NCc3ccco3)c2)c2ccccc2c1=O
-15,Cc1occc1-c1nnc(SCC(=O)c2ccc3c(c2)OCCO3)n1CC1CCCO1 (stereo not drawn)
15,Cc1ccc(S(=O)(=O)Nc2ccc3ccccc3n2)cc1
-10,COC(=O)[C@H](CCSC)NC(=O)Nc1ccc(S(N)(=O)=O)cc1
-11,CN(C)c1cc(-c2ccc(Br)cc2)oc(=O)c1Cl
2,CCOC(=O)c1[nH]c(C)c(C(=O)OC)c1C
-21,O=C1CCCC(O)=C1N=Nc1ccc(C(=O)O)cc1
-15,COC(=O)c1[nH]c(C)c(/C(O)=C2\C(=O)C(=O)N(CCN(C)C)C2c2ccc(OC)cc2)c1C (stereo not drawn)
7,CCCCC(O)(CCCC)C(=O)NN(C(=O)OC)c1ccc(C)cc1
4,COc1ccc(NC(=S)N2CCc3cc(OC)c(OC)cc3C2)cc1
3,COc1ccccc1Nc1nc(NCc2ccco2)c2ccccc2n1
-5,CC(=O)c1ccc(NC(=O)CSc2nccn2C)cc1
11,O=C(Nc1ccc(S(=O)(=O)N2CCOCC2)cc1)c1ccc(Cl)cc1
8,Cn1c(=O)c2c(ncn2CC(=O)N/N=C/C=C/c2ccco2)n(C)c1=O
13,Cn1cccc1/C=C1\SC(=Nc2ccccc2)NC1=O
9,CN1C(=O)c2oc3ccccc3c(=O)c2C1c1ccncc1 (stereo not drawn)
1,O=c1[nH]c(Cc2cccs2)nc2scc(-c3ccc(Cl)cc3)c12
3,CC(C)(C)c1ccc(OC(=O)c2ccccc2)cc1
5,O=C(CCn1nnc2ccccc2c1=O)N[C@@H](Cc1c[nH]c2ccccc12)C(=O)O
4,COc1ccc(N2CCN(S(=O)(=O)c3cnc[nH]3)CC2)cc1
-11,COC(=O)c1sccc1NC(=S)Nc1cccc(F)c1
0,Cc1nonc1NC(=O)CSc1nc(CCC2CCCC2)nc2ccccc12
-10,O=c1c2c(nc3n1CCS3)c1cc(F)ccc1n2Cc1cc(=O)n2cc(Cl)ccc2n1
-5,Cc1cc(C)c2c(=O)c(C#N)coc2c1
0,CCOC(=O)C1=C(C)NC(=S)NC1c1ccco1 (stereo not drawn)
-3,O=C(O)c1ccccc1-c1ccccc1C(=O)Nc1nc2ccccc2s1
-2,Cc1ccc(-n2c(SCCN)nnc2-c2cccc(C)c2)cc1

# Structural class, those above containing a tert-butyl group.
S1P3 antag,compound
-5,CC(C)(C)c1cc(P(=O)(c2ccccc2)c2ccccc2)ccc1O
3,CC(C)(C)c1ccc(OC(=O)c2ccccc2)cc1

# (more compounds)
S1P3 antag,compound
-9,Cc1nnsc1-c1c(C(=O)N2CCOCC2)c(C)nn1-c1ccc(Cl)cc1
6,Cc1nc(SCn2nnc3ccccc3c2=O)c2c(C)c(C)sc2n1
20,CC1(C)Cc2c(sc(NC(=O)Cc3ccccc3)c2C#N)CO1
16,COc1cccc(/C=N/NC(=O)c2cnccn2)c1O
-4,Cc1nc(Nc2ccccc2)sc1C(=O)c1ccccc1
-2,CS(=O)(=O)N1CCN(c2ccc([N+](=O)[O-])c3cccnc23)CC1
-3,C/C(=N\Nc1cc(C)nc(-c2ccccc2O)n1)c1ccccc1O
-7,O=C(CNc1cccc(C(F)(F)F)c1)N/N=C/c1ccccc1C(=O)O
27,O=C(Nc1ccc(Cl)c(Cl)c1)Nc1nccs1
-3,Cc1ccc(S(=O)(=O)N(C)C)cc1NC(=O)c1c(-c2c(F)cccc2Cl)noc1C
7,COc1ccc(Nc2nc3nonc3nc2N2CCCCC2)cc1
-5,C/C(=N\NC(N)=O)c1ccccc1Cl
9,Cc1noc(C)c1-c1nc(CSc2ccc(Cl)cc2)no1
-33,Oc1ccc(-c2nc3ccccc3s2)cc1
-11,CC1C(=O)C(C)(C)C(=O)OC1c1ccccc1 (stereo not drawn)
-18,CCCCN1C(=O)CC(C(=O)OCC)=C1C
2,CC(=O)NCC(=O)N[C@@H](CC(=O)OCc1ccccc1)C(=O)OCc1ccccc1
11,CCOC(=O)C1(Cc2ccc(OC)cc2)CCN(C(=O)[C@@H]2CCCN2C(C)=O)CC1
1,CCc1nnc(NC(=O)c2c(O)c3cccc4c3n(c2=O)CC4)s1
9,CCN(CC)S(=O)(=O)c1ccc(-c2nnc(SCC(=O)N3CCc4ccccc43)o2)cc1
-8,Cn1nc(-c2ccc(Cl)cc2)c2cc(C(=O)N3CCC(N4CCCCC4)CC3)sc21
0,CC1CN(S(=O)(=O)c2ccc(C(=O)O)cc2)CC(C)O1 (stereo not drawn)
-21,Cc1cc(C)c2c(n1)nn1c(NCCCn3ccnc3)cc(C)nc21
-23,Cc1nnc2ccc(-c3ccc(NC(=O)Cc4cccs4)cc3)nn12
1,CC(Sc1nnc(C(F)(F)F)n1C)C(=O)Nc1ccc(S(N)(=O)=O)cc1 (stereo not drawn)
-30,O=c1c2cccc3c(N4CCOCC4)ccc(c32)c2nc3ccccc3n12
10,O=C(NNC(=O)c1cc2ccccc2o1)c1ccc(Cl)cc1
-16,CCCn1c(=O)c2ccccc2n2c(SCN3C(=O)c4ccccc4C3=O)nnc12
14,CCCC(=O)Nc1nn(C)c2nc3cc(C)ccc3cc12
1,O=C(CCCn1cc([N+](=O)[O-])cn1)Nc1cccnc1
-4,Cc1cc(C(F)(F)F)nc2c(Cl)c(C(C)(C)C)nn12
-8,CSCCC(NS(=O)(=O)/C=C/c1ccccc1)C(=O)NCCc1ccc(S(N)(=O)=O)cc1 (stereo not drawn)
-6,Cc1[nH]c2ccccc2c1C(=O)CN1CC(C)OC(C)C1 (stereo not drawn)
7,O=C(NCc1cccnc1)c1ccc(Br)s1
1,COc1ccc(O)c(/C=N/NC(=O)c2cc(=O)[nH]c3ccccc23)c1
-1,CN(C)CCN1C(=O)C(=O)/C(=C(/O)c2ccc3c(c2)OCCO3)C1c1ccccn1 (stereo not drawn)
-6,CC(=O)NC(CC(=O)O)c1ccc([N+](=O)[O-])cc1 (stereo not drawn)
-5,O=[N+]([O-])c1cccc(COc2ncnc3cc([N+](=O)[O-])ccc23)c1
0,COC(=O)c1ccc(Cn2cc([N+](=O)[O-])cn2)cc1
1,OCCNCCSc1nc(C2CCCCC2)n(-c2ccccc2Cl)n1
-8,Cc1occc1C(=O)O/N=C(\N)c1ccccc1
4,CNC(=O)Nc1cccc(-c2cc(-c3c(Cl)cccc3Cl)no2)c1
3,O=C(CCc1ccc(O)cc1)NNC(=S)NCCc1ccccc1
-3,c1ccc(-c2nc(-c3nccc4ccccc34)oc2-c2ccccc2)cc1
-11,CCOCCn1c(CN2CCc3ccccc3C2)nc2c1c(=O)n(C)c(=O)n2C
-11,CSc1sc(C#N)c2c1/C(=N\O)CCC2
3,COCCCn1cnnc1SCc1nc2sc(C(C)=O)c(C)c2c(=O)[nH]1
-3,O=C(O)c1nnn(-c2cccc(C(F)(F)F)c2)c1-c1ccccc1
4,CCN(C(=O)c1cnc(OC)cc1C(F)(F)F)c1ccc(Cl)cc1Cl
-5,CS(=O)(=O)c1ccc2nc(NC(=O)c3ccc(=O)[nH]c3)sc2c1
10,C(=N\Nc1ccccc1)/c1nc2ccccc2s1
-8,CN(c1ccc(C(=O)Nc2ccc3c(c2)OCO3)cc1)S(C)(=O)=O
9,O=C(CNC(=O)c1ccncc1)N/N=C/c1ccc(Br)cc1
9,COC(=O)c1sccc1NC(=S)OC
3,O=C(CC(c1ccccc1)c1cc(Br)ccc1O)N1CCCCC1 (stereo not drawn)
8,O=C(CN1C(=O)C2C3CC(C(Br)C3Br)C2C1=O)N1CCN(Cc2ccccc2)CC1 (stereo not drawn)
-1,CCOC(=O)C1(C)C=C(Nc2ccc(NC(C)=O)cc2)C(=O)N1c1ccc(NC(C)=O)cc1 (stereo not drawn)
2,Cc1cccn2c(=O)c(/C=C(\C#N)C(=O)NC3CCS(=O)(=O)C3)c(N3CC(C)OC(C)C3)nc12 (stereo not drawn)
-7,Cc1c(-c2ccccc2)[n+](=O)c2c(n1[O-])CCCC2
-27,CCOC(=O)N1CCN(c2ncnc3c2oc2nc(C)c4c(c23)CC(C)(C)OC4)CC1

# Carrying on:
S1P3 antag,compound
-5,Cc1ccc(-c2nc(-c3cccnc3)sc2CC(=O)O)cc1
-7,CN(C)/C=C/c1[nH]c(=O)[nH]c(=O)c1[N+](=O)[O-]
-4,CC(O)CNC(=O)Cc1cc(=O)[nH]c(=O)[nH]1 (stereo not drawn)
2,COCCN1C(=O)c2[nH]nc(-c3ccccc3O)c2C1c1ccc(OC)cc1 (stereo not drawn)
-6,COc1ccccc1NCCC(=O)O
-11,O=C(N/N=C/c1ccc(N2CCOCC2)cc1)c1ccccn1
-8,C(=C\c1ccccn1)/c1cccnc1
-8,Cc1cccc(N2C(=O)C(Cl)=C(N3CCOCC3)C2=O)c1
2,CSC1=NC2(C)CCCCC2C12C=CC(=O)C=C2 (stereo not drawn)

# Among those listed so far, these contain an aryl thioether with sulfur outside any ring:
S1P3 antag,compound
-2,NNS(=O)(=O)c1ccc(Sc2ccccn2)c([N+](=O)[O-])c1
-11,CC(C)Sc1ccc([N+](=O)[O-])cc1C(=O)Nc1ccncc1
-15,Cc1occc1-c1nnc(SCC(=O)c2ccc3c(c2)OCCO3)n1CC1CCCO1 (stereo not drawn)
-5,CC(=O)c1ccc(NC(=O)CSc2nccn2C)cc1
0,Cc1nonc1NC(=O)CSc1nc(CCC2CCCC2)nc2ccccc12
-2,Cc1ccc(-n2c(SCCN)nnc2-c2cccc(C)c2)cc1
6,Cc1nc(SCn2nnc3ccccc3c2=O)c2c(C)c(C)sc2n1
9,Cc1noc(C)c1-c1nc(CSc2ccc(Cl)cc2)no1
9,CCN(CC)S(=O)(=O)c1ccc(-c2nnc(SCC(=O)N3CCc4ccccc43)o2)cc1
1,CC(Sc1nnc(C(F)(F)F)n1C)C(=O)Nc1ccc(S(N)(=O)=O)cc1 (stereo not drawn)
-16,CCCn1c(=O)c2ccccc2n2c(SCN3C(=O)c4ccccc4C3=O)nnc12
1,OCCNCCSc1nc(C2CCCCC2)n(-c2ccccc2Cl)n1
-11,CSc1sc(C#N)c2c1/C(=N\O)CCC2
3,COCCCn1cnnc1SCc1nc2sc(C(C)=O)c(C)c2c(=O)[nH]1

# Not all compounds are listed (hit frequency here may not be typical).
